Compound activity (PubChem)
NPYLR7 ag = mosquito NPYLR7 agonism. HEK293T NPYLR7/Galpha15, GCaMP6s calcium fluorescence. activation, % at 10 µM. hit rate 0.15% among 270,000. AID 1259423; in the data active = activation above about 40%;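 note: 0% = vehicle and 100% = reference agonist at the receptor; some compounds past the cut are filed as inactive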
hcGAS inh = human cGAS inhibition | recombinant h-cGAS, ATP depletion, Kinase-Glo luminescence | inhibition, % at 12.5 µM | AID 1259398 | hit rate 0.081% among 290,000 | Q8N884;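 note: 0% = vehicle reaction and 100% = reaction without DNA for no activity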
Target sequence (Q8N884 whole entry, looked up): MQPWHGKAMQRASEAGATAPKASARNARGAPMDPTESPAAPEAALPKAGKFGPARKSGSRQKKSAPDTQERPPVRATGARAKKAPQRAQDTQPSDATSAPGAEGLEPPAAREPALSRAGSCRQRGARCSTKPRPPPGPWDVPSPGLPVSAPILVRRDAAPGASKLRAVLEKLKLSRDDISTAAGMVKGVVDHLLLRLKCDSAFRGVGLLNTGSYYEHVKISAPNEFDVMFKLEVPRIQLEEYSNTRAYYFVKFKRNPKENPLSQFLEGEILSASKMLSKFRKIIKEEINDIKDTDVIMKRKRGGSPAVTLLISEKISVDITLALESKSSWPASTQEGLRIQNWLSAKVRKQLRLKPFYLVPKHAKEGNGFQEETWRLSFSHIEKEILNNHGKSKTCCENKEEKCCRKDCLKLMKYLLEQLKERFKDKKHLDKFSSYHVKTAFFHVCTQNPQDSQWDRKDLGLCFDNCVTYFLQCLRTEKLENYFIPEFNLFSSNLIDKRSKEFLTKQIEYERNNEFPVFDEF
mcGAS inh = blocks mouse cGAS activity | Q8C6L5 | recombinant cGAS, Kinase-Glo ATP depletion luminescence | inhibition, % at 12.5 µM | hit rate 0.15% among 160,000 | AID 1259399;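 note: 0% = negative control wells and 100% = reference inhibitor with no enzyme activity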
Starred values were filed as active, the others as inactive; & = joins results of further samples. Cut-off read from the data, not from the text of the source, unless noted: active = inhibition above about 40%; inactive = the rest.

What do the screens show for `O=C(O)Cc1sc(-c2cccs2)nc1-c1ccc(Cl)cc1`?
NPYLR7 ag: 8; hcGAS inh: 7

What do the screens show for `COC(=O)c1ccc(-c2ccc(CNCC(O)c3ccccc3)o2)cc1` (configuration not stated)?
NPYLR7 ag: 2; hcGAS inh: 2

What do the screens show for `FC(F)(F)c1cccc(-c2cnn3c(NCc4cccc(Cl)c4)ccnc23)c1`?
NPYLR7 ag: 0; hcGAS inh: -4; mcGAS inh: -4

Results for O=C(Nc1cnc2n1CCCC2)c1ccc(CSc2ncccn2)o1 ?
NPYLR7 ag: 23; hcGAS inh: -3

What do the screens show for `CC(C)N(Cc1cnn(C)c1)C(=O)c1ccc(-n2cccc2)cc1`?
NPYLR7 ag: -1; hcGAS inh: -4

Results for COC(C)(C)CC(C)NCc1nncn1C1CCCCC1 (configuration not stated) ?
hcGAS inh: -1; mcGAS inh: -11

What do the screens show for `C=C(C)Cn1c(=O)c2c(nc3n2CC(C)=NN3CCOCC)n(C)c1=O`?
NPYLR7 ag: 14; hcGAS inh: -10

What do the screens show for `Cn1c(=O)n(Cc2ccccc2F)c(=O)c2c1nc1n2CCN1c1ccc(F)cc1`?
NPYLR7 ag: 9; hcGAS inh: -6; mcGAS inh: -7

Results for Cc1cn2c3c(=O)n(C)c(=O)n(C)c3nc2n1CCN1CCc2ccccc2C1 ?
NPYLR7 ag: 9; hcGAS inh: -4; mcGAS inh: -9

How did O=C1O/C(=C/Oc2cc(Cl)c(Cl)cc2Cl)c2ccccc21 do in these assays?
NPYLR7 ag: 2; hcGAS inh: 3

Results for Cc1ccc2oc(-c3ccc(C)c(NC(=O)c4ccccc4[N+](=O)[O-])c3)nc2c1 ?
NPYLR7 ag: -8; hcGAS inh: 4; mcGAS inh: 1

How did Nc1ccc(-c2nccc(CCC(F)(F)F)n2)cn1 do in these assays?
NPYLR7 ag: 1; hcGAS inh: -2

Results for O=C(CSc1nc2[nH]ncc2c(=O)[nH]1)Nc1ccccc1 ?
NPYLR7 ag: -2; hcGAS inh: -8

What do the screens show for `Cc1ccccc1C(C)NC(=O)NC(C)c1ccccn1` (configuration not stated)?
NPYLR7 ag: 2; hcGAS inh: -8

Results for Cc1cccc(CN2C[C@@H](C(=O)O)C[C@@H](C(=O)N3CCN(C)CC3)C2)n1 ?
NPYLR7 ag: 8; hcGAS inh: -8

What do the screens show for `Nc1c(Cl)cc(Nc2ncccc2[N+](=O)[O-])cc1Cl`?
NPYLR7 ag: -1; hcGAS inh: -3

How did O=C(c1cccc2ncccc12)N1CC2C[C@@H]3CC1C[C@H](C2)C3 do in these assays?
NPYLR7 ag: -4; hcGAS inh: -4; mcGAS inh: -8

What do the screens show for `CCCCCOc1ccc(C(=O)N2CCc3ccccc3C2)cc1OCCCCC`?
NPYLR7 ag: 23; hcGAS inh: -4; mcGAS inh: -4

Results for Cc1onc(-c2ccccc2)c1C(=O)Nc1cccc(Cl)c1 ?
NPYLR7 ag: 8; hcGAS inh: -2; mcGAS inh: -6

How did Clc1ccc(C2Nc3ccccc3-c3nc(C4CC4)nn32)cc1 (configuration not stated) do in these assays?
NPYLR7 ag: 5; hcGAS inh: -5

What do the screens show for `CN(CCC(F)(F)F)Cc1csc(-c2ccccc2)n1`?
NPYLR7 ag: 37; hcGAS inh: -6; mcGAS inh: -11

What do the screens show for `CCC1CCCCN1C(=O)C(C)N1CCN(S(=O)(=O)c2cccs2)CC1` (configuration not stated)?
NPYLR7 ag: 4; hcGAS inh: -3

Results for COc1ccc(-c2nc(CSc3nnc(C)s3)cs2)cc1OC ?
NPYLR7 ag: 2; hcGAS inh: -6; mcGAS inh: -9

Results for O=C(NCCN1CCCCC1)C(C1CCCC1)N1CCN(C(=O)COCc2ccccc2)CC1 (configuration not stated) ?
NPYLR7 ag: -7; hcGAS inh: -3; mcGAS inh: -3

What do the screens show for `CCc1nc2ccc(C(=O)N3CCN(C(C)=O)CC3)cn2c1N(C)Cc1cccs1`?
NPYLR7 ag: 6; hcGAS inh: -3; mcGAS inh: -3

How did Cc1noc(-c2ccccc2)c1NC(=O)Nc1cccc2[nH]c([C@@H]3O[C@H](CO)[C@@H](O)[C@H](O)[C@H]3O)nc12 do in these assays?
NPYLR7 ag: 19; hcGAS inh: -4; mcGAS inh: -4

What do the screens show for `CC(c1nc(-c2cccc(C(F)(F)F)c2)no1)N1CCNCC1` (configuration not stated)?
NPYLR7 ag: -2; hcGAS inh: -11

How did CCn1nc(C(=O)O)ccc1=O do in these assays?
NPYLR7 ag: 3; hcGAS inh: -8; mcGAS inh: -5

Results for Cc1ccc(CN(CC(O)COCc2ccccc2)C2CC2)o1 (configuration not stated) ?
NPYLR7 ag: 21; hcGAS inh: -5; mcGAS inh: -5

How did CC1CN(CC(=O)NCC(c2cccnc2)N2CCOCC2)Cc2cc(Cl)ccc2O1 (configuration not stated) do in these assays?
NPYLR7 ag: 30; hcGAS inh: -12; mcGAS inh: -14

What do the screens show for `CCOC(=O)c1sc2nc3c(c(-c4ccc(OC)cc4)c2c1N)CCC3`?
NPYLR7 ag: -9; hcGAS inh: -4; mcGAS inh: -8

Results for Cc1ccc(-n2ncc3c(=O)n(NC(=O)c4ccc([N+](=O)[O-])cc4)cnc32)cc1 ?
NPYLR7 ag: 3; hcGAS inh: -11

What do the screens show for `COc1cc(C=NN=CC2=C(N3CCOCC3)C(=Cc3ccccc3)CC2)cc(OC)c1`?
NPYLR7 ag: -2; hcGAS inh: -8; mcGAS inh: -6

Results for CC(=O)N1N=C(c2c(C)nc3ccc(Cl)cc3c2-c2ccccc2)CC1c1ccccc1 (configuration not stated) ?
NPYLR7 ag: -2; hcGAS inh: -1; mcGAS inh: -6

How did Cc1ccccc1C(C(=O)NCCc1nc2ccccc2[nH]1)N(C)C (configuration not stated) do in these assays?
NPYLR7 ag: -3; hcGAS inh: -6; mcGAS inh: -16

What do the screens show for `COC(=O)C(CC(C)C)N1C(=O)c2ccc3c4c(ccc(c24)C1=O)CC3` (configuration not stated)?
NPYLR7 ag: -5; hcGAS inh: -7

Results for Cc1ccc(-c2cc3c(SCC(=O)Nc4cccc(C)c4)nccn3n2)cc1 ?
NPYLR7 ag: 4; hcGAS inh: -2; mcGAS inh: -6

How did CN(C)CCCn1ccc2c(cnc3nc(-c4ccccc4Cl)nn32)c1=O do in these assays?
NPYLR7 ag: -4; hcGAS inh: -1

What do the screens show for `COc1ccc(NC(=O)CSc2nnc(CNC(=O)c3ccco3)n2-c2cccc(C(F)(F)F)c2)cc1`?
NPYLR7 ag: 9; hcGAS inh: -4; mcGAS inh: -2

How did Cc1cc(C)n(-c2ccc(C(=O)N[C@@H](Cc3c[nH]c4ccccc34)C(N)=O)cc2)n1 do in these assays?
NPYLR7 ag: 3; hcGAS inh: -3; mcGAS inh: -3

Results for COc1ccccc1-n1ncc2c(C(C)C)nnc(SCC(=O)NC(C)C)c21 ?
NPYLR7 ag: -12; hcGAS inh: -8; mcGAS inh: -13

What do the screens show for `CCCCN(C(C)=O)c1c(CC)nc2ccc(C(=O)N3CCNC(=O)C3)cn12`?
NPYLR7 ag: -10; hcGAS inh: -3; mcGAS inh: 3

What do the screens show for `Cc1ccc(C(=O)NCCc2ccccc2F)s1`?
NPYLR7 ag: 8; hcGAS inh: 2

Results for CN(C)c1cc(N2CCN(Cc3cccnc3)CC2)nc(N(C)C)c1C#N ?
NPYLR7 ag: 40; hcGAS inh: -4

What do the screens show for `COc1cc2c(cc1NC(=O)CCN1C(=O)c3ccccc3C1=O)oc1ccccc12`?
NPYLR7 ag: 9; hcGAS inh: 0; mcGAS inh: -8

What do the screens show for `Cc1ccc2ncn(C3CCN(C(=O)Cc4ccccc4F)CC3)c2c1`?
hcGAS inh: -9; mcGAS inh: -6

What do the screens show for `Clc1ccc(-n2nnnc2SCc2cc(Cl)c3c(c2)OCCO3)cc1`?
NPYLR7 ag: 6; hcGAS inh: -3

Results for Cc1cccc(-n2nc(C(=O)N3CCN(C)CC3)c(=O)n(Cc3ccccc3C)c2=O)c1 ?
NPYLR7 ag: 14; hcGAS inh: -2; mcGAS inh: -4

What do the screens show for `Cc1nc(/C=C/c2nc(-c3ccc(S(C)(=O)=O)cc3)no2)cs1`?
NPYLR7 ag: -3; hcGAS inh: 1; mcGAS inh: 3

Results for CN=c1scc(-c2ccc(OC(F)F)cc2)n1N=Cc1ccc2c(c1)OCCO2 ?
NPYLR7 ag: 8; hcGAS inh: -3; mcGAS inh: -6

Results for CCOC(=O)Cn1c(=O)c2c(nc3n2CCN3c2cccc(C)c2C)n(C)c1=O ?
NPYLR7 ag: 8; hcGAS inh: -4

Results for COCCN(CC(=O)N(CCc1c[nH]c2ccccc12)Cc1ccc(OC)c(OC)c1)C(=O)C1C[C@H]1c1ccccc1 (some centres not stated) ?
NPYLR7 ag: 1; hcGAS inh: -3; mcGAS inh: -5

How did O=C(OCC(=O)N1CCNC1=O)c1cccnc1Oc1ccccc1 do in these assays?
NPYLR7 ag: 5; hcGAS inh: -1

What do the screens show for `O=C(O)c1cc(-c2ccccc2Cl)nc2cc(-c3ccccc3)nn12`?
NPYLR7 ag: -9; hcGAS inh: 8

Results for Cc1ccc(C2(O)CCN(C(=O)c3c(C)c4cccc(C)c4n3C)CC2)nc1 ?
NPYLR7 ag: -7; hcGAS inh: -1; mcGAS inh: -15

How did Cc1nnc(CNC(=O)c2ccccc2OC2CCCCC2)n1C do in these assays?
NPYLR7 ag: -4; hcGAS inh: -8

Results for COc1cc(-c2c(NC(=O)c3ccc(C)cc3)oc3ccccc3c2=O)cc(OC)c1OC ?
NPYLR7 ag: -4; hcGAS inh: 3

What do the screens show for `COCc1cc(CN2CCCC(CCC(=O)NC3CC3)C2)ccc1OC` (configuration not stated)?
NPYLR7 ag: 0; hcGAS inh: -8

How did CCCc1noc(C(C)Sc2n[nH]c(C)n2)n1 (configuration not stated) do in these assays?
NPYLR7 ag: -2; hcGAS inh: -12

How did COCCN(Cc1csc(COc2ccccc2C(C)C)n1)C(=O)c1ccccc1OC do in these assays?
NPYLR7 ag: 13; hcGAS inh: -7; mcGAS inh: -6

Next part; it opens with the 2 that closed the last part.
How did CCCc1noc(C(C)Sc2n[nH]c(C)n2)n1 (configuration not stated) do in these assays?
NPYLR7 ag: -2; hcGAS inh: -12

How did COCCN(Cc1csc(COc2ccccc2C(C)C)n1)C(=O)c1ccccc1OC do in these assays?
NPYLR7 ag: 13; hcGAS inh: -7; mcGAS inh: -6

Results for OCC1CCCN1c1cc(N2CCCCCC2)ncn1 (configuration not stated) ?
NPYLR7 ag: 4; hcGAS inh: -6; mcGAS inh: -7

How did COc1ccc(C(=O)NC2CCCc3c2cnn3-c2cc(F)cc(F)c2)c(OC)n1 (configuration not stated) do in these assays?
NPYLR7 ag: 7; hcGAS inh: -8; mcGAS inh: -12

Results for Cc1c(C(=O)N(C)C)cnc2c(-c3ccccc3F)cnn12 ?
NPYLR7 ag: 3; hcGAS inh: -17; mcGAS inh: -8

What do the screens show for `O=C1CC(C(=O)NCc2cc3n(n2)CCNC3)C2(CCCCC2)O1` (configuration not stated)?
hcGAS inh: -16; mcGAS inh: -6

What do the screens show for `CC(C)(C)NC(=O)CSc1nnc2n1CCN2c1ccccc1`?
NPYLR7 ag: -2; hcGAS inh: -10; mcGAS inh: -10

What do the screens show for `Cc1nc(CNCC23CC4CC(CC(C4)C2)C3)cs1`?
NPYLR7 ag: -2&8; hcGAS inh: -4&-14; mcGAS inh: -7

Results for Nc1ccc(-c2cncc(NCCCN3CCOCC3)n2)cc1 ?
NPYLR7 ag: -9; hcGAS inh: -1; mcGAS inh: 0

What do the screens show for `CC(c1cccs1)N(C)C(=O)CCn1nnc2ccccc21` (configuration not stated)?
NPYLR7 ag: 3; hcGAS inh: -5; mcGAS inh: -17

What do the screens show for `CC(=O)Oc1c(-c2ccc(NC(=O)c3ccccc3Cl)cc2)c(-c2cccc(C)c2)nn1-c1cccc(F)c1`?
NPYLR7 ag: -2; hcGAS inh: -6; mcGAS inh: -5

In the list so far, these contain a Cl atom:
What do the screens show for `O=C(O)Cc1sc(-c2cccs2)nc1-c1ccc(Cl)cc1`?
NPYLR7 ag: 8; hcGAS inh: 7

What do the screens show for `FC(F)(F)c1cccc(-c2cnn3c(NCc4cccc(Cl)c4)ccnc23)c1`?
NPYLR7 ag: 0; hcGAS inh: -4; mcGAS inh: -4

How did O=C1O/C(=C/Oc2cc(Cl)c(Cl)cc2Cl)c2ccccc21 do in these assays?
NPYLR7 ag: 2; hcGAS inh: 3

What do the screens show for `Nc1c(Cl)cc(Nc2ncccc2[N+](=O)[O-])cc1Cl`?
NPYLR7 ag: -1; hcGAS inh: -3

Results for Cc1onc(-c2ccccc2)c1C(=O)Nc1cccc(Cl)c1 ?
NPYLR7 ag: 8; hcGAS inh: -2; mcGAS inh: -6

How did Clc1ccc(C2Nc3ccccc3-c3nc(C4CC4)nn32)cc1 (configuration not stated) do in these assays?
NPYLR7 ag: 5; hcGAS inh: -5

How did CC1CN(CC(=O)NCC(c2cccnc2)N2CCOCC2)Cc2cc(Cl)ccc2O1 (configuration not stated) do in these assays?
NPYLR7 ag: 30; hcGAS inh: -12; mcGAS inh: -14

Results for CC(=O)N1N=C(c2c(C)nc3ccc(Cl)cc3c2-c2ccccc2)CC1c1ccccc1 (configuration not stated) ?
NPYLR7 ag: -2; hcGAS inh: -1; mcGAS inh: -6

How did CN(C)CCCn1ccc2c(cnc3nc(-c4ccccc4Cl)nn32)c1=O do in these assays?
NPYLR7 ag: -4; hcGAS inh: -1

What do the screens show for `Clc1ccc(-n2nnnc2SCc2cc(Cl)c3c(c2)OCCO3)cc1`?
NPYLR7 ag: 6; hcGAS inh: -3

What do the screens show for `O=C(O)c1cc(-c2ccccc2Cl)nc2cc(-c3ccccc3)nn12`?
NPYLR7 ag: -9; hcGAS inh: 8

What do the screens show for `CC(=O)Oc1c(-c2ccc(NC(=O)c3ccccc3Cl)cc2)c(-c2cccc(C)c2)nn1-c1cccc(F)c1`?
NPYLR7 ag: -2; hcGAS inh: -6; mcGAS inh: -5
